# CAL PDZ FP-1 – inhibitors of human CAL PDZ peptide binding. Q9HD26. purified CAL PDZ, TMR-peptide fluorescence polarization, 1 h. inhibition, % at 24.9 µM. 0.92% of 300,000 active. AID 602252;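 active = mean inhibition of at least 30% with at least half of replicates also reaching 30%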;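 also: 0% = DMSO neutral control and 100% = excess unlabeled competitor peptide PRC23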
# SR-BI HDL uptake – inhibitors of mouse SR-BI mediated HDL lipid uptake; inhibition, % at 12.5 µM; 0.96% of 320,000 active; Q61009; ldlA[mSR-BI] CHO cells, DiI-HDL uptake fluorescence, 3 h;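 active = mean replicate inhibition of at least 70% and a set share of replicates each scoring 70 or more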;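 also: 0% = median of neutral control wells and 100% = median of positive control wells; values of inactives mirror those of a sister screen read the other way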
# Target sequence (Q61009 whole entry, looked up): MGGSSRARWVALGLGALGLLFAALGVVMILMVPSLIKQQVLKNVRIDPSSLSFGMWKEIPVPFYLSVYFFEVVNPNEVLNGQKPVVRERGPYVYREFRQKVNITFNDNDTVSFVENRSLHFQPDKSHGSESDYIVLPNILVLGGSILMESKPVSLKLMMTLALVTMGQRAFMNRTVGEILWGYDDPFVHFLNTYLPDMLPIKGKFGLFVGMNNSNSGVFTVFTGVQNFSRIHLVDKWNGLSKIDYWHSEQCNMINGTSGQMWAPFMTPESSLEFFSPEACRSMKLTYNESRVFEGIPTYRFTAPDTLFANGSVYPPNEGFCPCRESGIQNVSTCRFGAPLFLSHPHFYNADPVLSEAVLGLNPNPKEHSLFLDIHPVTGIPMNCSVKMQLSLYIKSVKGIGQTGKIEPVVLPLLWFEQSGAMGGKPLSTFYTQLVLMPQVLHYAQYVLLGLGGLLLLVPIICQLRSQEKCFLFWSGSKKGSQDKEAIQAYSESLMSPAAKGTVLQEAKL
# SR-BI uptake up – SR-BI HDL lipid transfer activation | CHO ldlA[mSR-BI] cells, DiI-HDL uptake fluorescence, 3 h; 100 = double the neutral-control signal | activation, % at 12.5 µM | 0.096% of 320,000 active;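 active = mean replicate activation of at least 60% and every replicate at or above 60%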;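 also: 0% = median plate neutral-control signal and 100% = twice that signal; values of inactives mirror those of a sister screen read the other way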
#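 Assay system: LDL receptor-deficient CHO ldlA cells overexpressing murine SR-BI / Medium: BSA-supplemented, HEPES-buffered Ham's F12, pH 7.4 / Probe or stimulus: DiI-labelled HDL at 10 µg/mL final / Timing: compound with DiI-HDL co-incubation, 3 h at 37 °C / Technique: bottom-read cell fluorescence after medium removal, ex 550/em 595 nm / Measure: HDL uptake via cellular fluorescence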
# E coli growth – counter-screen for AddAB inhibitors: E. coli growth inhibition | E. coli V3065 growth, OD600 absorbance, 18 h | inhibition, % at 11.9 µM | 0.27% of 330,000 active;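 active = inhibition above the campaign's mean inhibition across all tested compounds plus 3 SD, cut at about 9.9% in these data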;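 also: uninfected addAB+ strain grown without phage in ampicillin broth; 0% = DMSO wells and 100% = ciprofloxacin 0.95 µg/ml wells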
# Tat export inh – E. coli Tat transport inhibition. E. coli MC4100 TorA-mCherry Tat export, fluorescence. inhibition, % at 10 µM. 0.036% of 340,000 active;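 active = mean replicate inhibition at least 50% and at least half of replicates individually reaching 50%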;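 also: exported cargo escapes ClpAP degradation while cytoplasmic cargo is degraded and loses fluorescence; 0% = median of neutral control wells and 100% = median of NaSCN control wells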
# CAL PDZ FP-2 – blocks peptide binding to human CAL PDZ domain; purified CAL PDZ, TMR-peptide fluorescence polarization, 1 h; Q9HD26; 0.02% of 330,000 active; AID 504414; inhibition, % at 20 µM;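 active = highest replicate inhibition of at least 40%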;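 also: plate controls were DMSO neutral control wells for no effect and unlabeled competitor peptide control wells for full effect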
#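 Assay system – tagged CAL PDZ protein CerCALP, purified · Timing – 1 h at RT · Compound – single point, 20 µM · Measured by – fluorescence polarization from S- and P-plane intensities, G-factor corrected · Evaluation – inhibition from polarization loss · Probe or stimulus – TMR reporter peptide T*-PRC34 · Buffer or medium – pH 7.4 phosphate-saline buffer, reducing agent, detergent, IgG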
# MITF act – increases MITF-driven TRPM1 promoter luciferase signal | activation, % at 12.5 µM | SK-MEL-5 TRPM1-promoter luciferase, 24 h; % of positive control, neutral wells = 0 | 0.75% of 300,000 active;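 active = mean activation of at least 80% with every replicate also reaching 80%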;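 also: 0% = neutral control wells and 100% = parthenolide positive control wells; values of inactives mirror those of a sister screen read the other way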
# AddAB inh – less growth of phage-infected E. coli with AddAB. E. coli expressing H. pylori AddAB, absorbance growth. 0.29% of 330,000 active. inhibition, % at 11.9 µM. AID 435030; in the data active = inhibition above about 12%;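 also: 0% = vehicle wells of infected cells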
# phage Ecoli inh – E. coli growth loss with phage present; growth absorbance; inhibition, % at 11.9 µM; 0.26% of 360,000 active; in the data active = inhibition above about 11%
# Wnt act – activates Wnt/beta-catenin signaling in a reporter cell assay; activator, plate reader; activation, % at 9.35 µM; 1.2% of 300,000 active; in the data active = activation above about 30%, passing the limit was not always enough;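 also: 0% = neutral control wells and 100% = positive control wells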
# * marks the source's active call; other numbers are inactive results; x = no result given; & = joins results of further samples.
SMILES,CAL PDZ FP-1,SR-BI HDL uptake,SR-BI uptake up,E coli growth,Tat export inh,CAL PDZ FP-2,MITF act,AddAB inh,phage Ecoli inh,Wnt act
C=CCOc1c(CNc2ncn[nH]2)cccc1OC,-2.1,-3.5,3.5,-1.3,-4.6,0.3,1.3,-2.1,1.5,x
CCOc1ccccc1C(=O)OCC(=O)Nc1cc(Cl)ccc1Oc1ccccc1,-2.2,16.9,-16.9,-0.6,1.4,-2.0,9.0,0.1,4.5,2.9
COc1ccc2ccccc2c1/C=N\n1c(C)cc(C)c(C(N)=O)c1=O,-4.7,10.7,-10.7,2.6,-1.3,-1.2,8.8,2.3,0.5,x
O=S(=O)(NCCN1CCOCC1)c1cccs1,x,-12.7,12.7,5.0,4.7,-0.2,3.4,5.6,3.4,-1.5
Cc1ccc(C(C)(C)C)c(OCCCCN2CCCC2)c1,-0.7,19.3,-19.3,3.0,-1.6,-0.5,-2.5,0.0,-0.7,-6.4
O=C1CCN(Cc2ccc(O)cc2)CCN1CCO,-5.0,4.0,-4.0,-0.2,3.1,0.2,7.5,3.5,2.4&4.8,-4.7&-1.1
CCOC(=O)Cc1csc(SCC(=O)c2c(N)n(CC(C)C)c(=O)n(C)c2=O)n1,-4.9,-23.4,23.4,-1.3,0.3,-0.6,-18.8,0.8,1.6,x
CC1=C(C(=O)Nc2cccc(C(=O)NCc3ccccc3C)c2)SCCO1,-2.3,29.1,-29.1,3.7,-4.8,-1.5,4.7,6.9,3.7,-0.5
COc1ccccc1NS(=O)(=O)c1ccc(C)c(C(=O)NNC(=O)c2csc(N3CCOCC3)n2)c1,x,31.6,-31.6,1.9,2.0,-1.8,6.9,0.2,1.1,-0.2
Cc1cc(C)nc(NS(=O)(=O)c2ccc(NC(=O)CN3C(=O)S/C(=C\c4ccccc4)C3=O)cc2)n1,-1.1,-11.1,11.1,-2.3,1.8,-3.1,-8.9,3.8,1.4,-0.7
COc1ccc(CNC(=O)CSc2n[nH]c(N)n2)cc1OC,-6.6,x,x,2.5,-14.9,-2.2,-3.6,0.8,1.3,0.9
O=C1c2oc3ccccc3c(=O)c2C(c2cccnc2)N1CCCN1CCOCC1 (centres undefined),0.3,4.0,-4.0,1.0,2.3,0.7,-3.6,1.2,1.3,x
COc1ccc(CSc2nc3ccccc3[nH]2)cc1,-2.9,9.3,-9.3,3.3,3.9,-3.5,29.1,2.6,3.9,25.0
C=CCn1c(C)c(C(C)=O)cc(NC(=O)c2ccccc2)c1=O,-1.7,4.0,-4.0,0.7,-5.7,-0.1,7.5,4.1,2.5,-0.4
CC(CCc1ccccc1)NC(=O)C(=O)Nc1ccccc1 (centres undefined),-3.4,-34.4,34.4,0.3,-5.5,-1.2,16.1,0.2,0.9,23.0
Cc1cc(/C=N/NC(N)=S)c(C)n1-c1ccc(Cl)cc1,-0.2,58.0,-58.0,0.5,-1.9,-1.0,6.0,-0.4,4.0,-4.3
COc1ccc2c(c1)[nH]c1c(=O)n(CCCn3ccnc3)cnc12,-3.7,15.9,-15.9,-4.0,-6.3,0.4,3.6,1.9,2.2,x
O=C(NNS(=O)(=O)c1ccc(Cl)cc1)c1cccs1,-3.6,-9.7,9.7,0.7,-2.2,22.6,-2.9,-0.9,1.3,1.4
O=C(OCc1c(-c2ccccc2)ncc2ccccc12)c1ccc(F)cc1,-1.4,4.9,-4.9,-5.7,9.1,-1.5,9.3,1.4,3.7,2.6
COc1ccc(NC(=O)c2cccc(S(=O)(=O)N(C)c3ccccc3)c2)cn1,-4.4,28.6,-28.6,2.7,-3.5,-2.2,-2.4,1.8,3.1,-1.9
Cc1cc(NC(=O)CSc2nc3cc(C(=O)NCCCOC(C)C)ccc3c(=O)n2Cc2ccco2)no1,1.7,38.6,-38.6,0.2,2.2,0.3,-10.6,-0.3,0.8,-6.2
CCN1C(=O)c2cccc3c(Cl)ccc1c23,0.0,-1.5,1.5,-2.1,-0.6,-1.7,16.9,3.2,4.1,1.9
CN(C)S(=O)(=O)c1ccc(Cl)c(C(=O)Nc2cccc3ncccc23)c1,x,63.8,-63.8,-0.3,0.0,-0.8,-0.9,3.7,2.6,-3.0
COc1ccc(-c2cc(C(F)(F)F)n3nc(C(=O)Nc4c(C)n(C)n(-c5ccccc5)c4=O)c(Cl)c3n2)cc1,6.4,79.5*,-79.5,2.0,-2.5,-0.4,-1.3,0.2,6.3,-1.7
COc1ccc(NC(=O)Cc2ccsc2)cc1S(=O)(=O)N1CCCCC1,-7.4,4.4,-4.4,-2.4,-2.6,-0.1,2.7,3.0,1.8,-3.4
O=C(COc1ccc(C(=S)N2CCCC2)cc1)Nc1ccc(F)cc1,-1.6,9.1,-9.1,0.5,3.4,-1.7,-7.9,-0.1,0.8,1.0
CO/N=C\CC(=O)Nc1ccc(Cl)c(Cl)c1,-2.9,4.2,-4.2,0.8,-4.2,-1.4,-15.6,4.7,3.3,-7.4
Fc1cccc(Cl)c1Cn1nnc2c(NCc3ccccn3)ncnc21,-0.3,2.6,-2.6,1.8,-4.4,-2.4,-17.3,2.7,0.8,-7.6
COc1ccccc1C(C)NC(=O)C1CCN(S(=O)(=O)c2cccs2)CC1 (centres undefined),-1.0,2.0,-2.0,-1.9,-2.7,-1.5,-6.9,0.0,1.1,-3.4
CCn1ncc(C2=NOC(C(=O)Nc3cccc(C(C)=O)c3)C2)c1C (centres undefined),-1.4,-11.1,11.1,1.2,0.7,-2.1,-8.4,-0.9,1.2,x
O=C(CCCCn1c(=O)c2ccccc2n(Cc2ccccc2F)c1=O)NC1CCN(Cc2ccccc2)CC1,1.7,14.7,-14.7,-2.5,3.4,-0.2,2.3,-2.0,-1.8,4.7
CCCn1nnc(NC(=O)c2cccnc2Cl)n1,-6.0,-2.7,2.7,2.8,-0.8,-0.8,3.5,4.3,3.0,-0.9
O=C(NCCCN1CCOCC1)c1nn2c(C(F)(F)F)cc(-c3ccco3)nc2c1Cl,-5.2,6.9,-6.9,-0.8,5.1,-2.5,-5.7,0.7,0.0,3.4
COc1cccc(-c2ncc3ccccc3c2COC(=O)N2CCCCC2)c1,-0.2,-15.8,15.8,0.5,1.4,-1.4,16.2,1.4,0.8,-5.8
C[C@H](CO)N1C[C@H](C)[C@@H](CN(C)C(=O)Nc2ccccc2)Oc2ccc(NC(=O)c3ccncc3)cc2C1=O,-4.3,-35.4,35.4,-0.1,1.8,-0.3,8.0,2.6,1.8,0.0
COc1ccc(CCC(=O)NCCS(=O)(=O)N2CCN(c3ccc(F)cc3)CC2)cc1,x,0.9,-0.9,0.5,8.9,-0.9,-3.8,0.5,3.1,-3.0
CCOc1cc(/C=C/C(=O)O)ccc1OCCO,x,-4.5,4.5,-1.3,-8.6,-0.3,0.8,1.7,1.6,-0.7
O=C(c1cn(Cc2ccccc2)nc1-c1cccnc1)N1CCc2ccccc2C1,2.7,-16.6,16.7,0.3,4.4,-0.8,-7.2,1.6,-0.3,-3.8
O=C(N/N=C\c1ccccc1)c1cccc(C(=O)N/N=C\c2ccccc2)n1,x,x,x,0.0,x,x,x,-0.5,0.1,5.3
C[C@H](CO)N1C[C@H](C)[C@@H](CN(C)Cc2ccc3c(c2)OCO3)Oc2c(NC(=O)C3CCCCC3)cccc2C1=O,-4.1,-1.1,1.1,-2.0,5.3,-2.4,-5.8,1.6,1.0,-1.5
C=CCn1c(=O)c(C(=O)NCCc2ccc(Cl)cc2)c(O)c2cc(OC)c(OC)cc21,-2.3,34.3,-34.3,2.9,-2.8,-0.2,-4.1,0.5,1.4,0.2
CCOc1ccc(CCNC(=O)COC(=O)c2cc(S(=O)(=O)N3CCOCC3)ccc2F)cc1OCC,6.5,7.8,-7.8,x,-0.7,-2.2,-7.5,x,-0.6,1.3
CCSCc1nnc(SCC(=O)Nc2cccc(SC)c2)n1C,-1.3,-9.8,9.8,1.0,-3.5,-1.1,4.8,2.0,3.7,x
COCCn1c(SCC(=O)N(C)c2ccccc2)nc2c([nH]c3ccccc32)c1=O,-2.4,12.6,-12.6,-0.3,7.1,-1.2,-15.3,4.6,1.5,-1.8

# Already shown: an excerpt of the list.
SMILES,CAL PDZ FP-1,SR-BI HDL uptake,SR-BI uptake up,E coli growth,Tat export inh,CAL PDZ FP-2,MITF act,AddAB inh,phage Ecoli inh,Wnt act
COc1cccc(-c2ncc3ccccc3c2COC(=O)N2CCCCC2)c1,-0.2,-15.8,15.8,0.5,1.4,-1.4,16.2,1.4,0.8,-5.8
C[C@H](CO)N1C[C@H](C)[C@@H](CN(C)C(=O)Nc2ccccc2)Oc2ccc(NC(=O)c3ccncc3)cc2C1=O,-4.3,-35.4,35.4,-0.1,1.8,-0.3,8.0,2.6,1.8,0.0
COc1ccc(CCC(=O)NCCS(=O)(=O)N2CCN(c3ccc(F)cc3)CC2)cc1,x,0.9,-0.9,0.5,8.9,-0.9,-3.8,0.5,3.1,-3.0
CCOc1cc(/C=C/C(=O)O)ccc1OCCO,x,-4.5,4.5,-1.3,-8.6,-0.3,0.8,1.7,1.6,-0.7
O=C(c1cn(Cc2ccccc2)nc1-c1cccnc1)N1CCc2ccccc2C1,2.7,-16.6,16.7,0.3,4.4,-0.8,-7.2,1.6,-0.3,-3.8
O=C(N/N=C\c1ccccc1)c1cccc(C(=O)N/N=C\c2ccccc2)n1,x,x,x,0.0,x,x,x,-0.5,0.1,5.3
C[C@H](CO)N1C[C@H](C)[C@@H](CN(C)Cc2ccc3c(c2)OCO3)Oc2c(NC(=O)C3CCCCC3)cccc2C1=O,-4.1,-1.1,1.1,-2.0,5.3,-2.4,-5.8,1.6,1.0,-1.5
C=CCn1c(=O)c(C(=O)NCCc2ccc(Cl)cc2)c(O)c2cc(OC)c(OC)cc21,-2.3,34.3,-34.3,2.9,-2.8,-0.2,-4.1,0.5,1.4,0.2
CCOc1ccc(CCNC(=O)COC(=O)c2cc(S(=O)(=O)N3CCOCC3)ccc2F)cc1OCC,6.5,7.8,-7.8,x,-0.7,-2.2,-7.5,x,-0.6,1.3
CCSCc1nnc(SCC(=O)Nc2cccc(SC)c2)n1C,-1.3,-9.8,9.8,1.0,-3.5,-1.1,4.8,2.0,3.7,x
